# TRPN1 ag: zebrafish TRPN1 (NompC) channel agonism | 220,000 compounds, 0.18% hits | activation, % at 3 µM | HEK293 zebrafish TRPN1-YFP, Fluo-8 calcium fluorescence; 100% = response to 87 µM carbachol;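 active means activation above its plate's cutoff, the mean activation of test wells on that plate plus 3 SD, cut at about 19% in these data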;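 further: 0% = DMSO alone and 100% = 87 µM carbachol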
#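 Material – zebrafish TRPN1-YFP in HEK293 cells · Doses – 3 µM single point · Schedule – dye 1 h 37 °C plus 30 min RT · Signal – Fluo-8 calcium fluorescence, excitation 470-495 nm, emission 515-575 nm · Read-out – % activation versus carbachol response · Control set – carbachol high, DMSO low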
# PERK inhibitor: inhibitors of human PERK kinase. Q9NZJ5. CHO PERK-DD fusion, SEAP luminescence translation reporter. inhibition, % at 5.6 µM. 220,000 compounds, 0.17% hits. AID 1416;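 active means inhibition above the mean inhibition of all tested compounds plus 3 SD, set separately per screening campaign, cut at about 2.9% in these data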;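 further: PERK kinase domain activated by AP20187 dimerizer at 100 nM; 0% = DMSO with dimerizer and 100% = rapamycin at 8.4 µM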
# BaF3 parental: counter-screen for JAK2V617F inhibitors: parental Ba/F3 viability inhibitors. CellTiter-Glo ATP luminescence. inhibition, % at 5.6 µM. 220,000 compounds, 1.1% hits;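 active means inhibition above a per-campaign cutoff, the mean inhibition of all tested compounds plus 3 SD, cut at about 27% in these data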;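 further: 0% = DMSO wells and 100% = JAK Inhibitor I control wells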
# Ba/F3 V617F tox: loss of viability in JAK2V617F-driven Ba/F3 cells; Ba/F3 EpoR-JAK2V617F viability, ATP luminescence; inhibition, % at 5.6 µM; 220,000 compounds, 1.1% hits;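 active means inhibition above the campaign mean plus 3 SD over all tested compounds, cut at about 24% in these data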;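 further: cytokine-independent growth of Ba/F3 cells driven by EpoR plus mutant JAK2; 0% = DMSO-treated cells and 100% = JAK inhibitor I control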
# S1P4 agonist: human S1P4 receptor agonism; S1P4-expressing cell line, agonist reporter assay; O95977; activation, % at 4.98 µM; 220,000 compounds, 0.35% hits; AID 1509; in the data active means activation above about 11%;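 further: 0% = DMSO vehicle and 100% = reference agonist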
# EP2 mod: EP2 receptor (human) modulation. EP2-expressing cells, cAMP HTRF FRET, PGE2 co-stimulation. P43116. 260,000 compounds, 0.83% hits. induction, % at 25 µM;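 active means compounds whose cAMP rise, as percent of the full-agonist control response, exceeds 60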;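 further: rat C6 glioma line stably carrying human EP2 under a CMV promoter; the protocol text gives 20 µM as final concentration; 100% = response of wells given 1 µM PGE2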
# Target sequence (P43116 whole entry, looked up): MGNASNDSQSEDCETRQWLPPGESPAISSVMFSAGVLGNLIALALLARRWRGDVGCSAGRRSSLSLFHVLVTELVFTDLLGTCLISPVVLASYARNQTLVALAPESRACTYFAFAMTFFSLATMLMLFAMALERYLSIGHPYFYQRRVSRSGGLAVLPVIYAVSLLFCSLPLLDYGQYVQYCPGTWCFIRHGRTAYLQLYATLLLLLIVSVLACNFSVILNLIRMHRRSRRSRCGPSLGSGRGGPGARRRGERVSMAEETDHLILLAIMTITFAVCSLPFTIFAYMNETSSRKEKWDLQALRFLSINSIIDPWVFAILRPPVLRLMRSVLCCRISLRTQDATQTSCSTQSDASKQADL
# m-calpain inh: blocks pig calpain II enzyme activity; purified calpain II, fluorogenic peptide substrate, 30 min; inhibition, % at 16 µM; 220,000 compounds, 0.37% hits;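 active means inhibition above about 50%, limit read from the data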
# S1P4 antag: human S1P4 receptor antagonism. O95977. S1P4-expressing cells, antagonist mode, reporter read-out. 220,000 compounds, 0.26% hits. inhibition, % at 4.98 µM; in the data active means inhibition above about 29%;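 further: 0% = wells stimulated with agonist and 100% = vehicle wells without agonist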
# TRPML3 ag: agonists of human TRPML3 channel | HEK293 TRPML3-YFP, Fluo-8 calcium fluorescence; 100% = the carbachol control signal | AID 1448 | Q8TDD5 | activation, % at 3 µM | 220,000 compounds, 0.29% hits;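 active means activation above its plate's cutoff, the mean activation of the plate's test wells plus 3 SD, cut at about 12% in these data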;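 further: 0% = DMSO only wells and 100% = carbachol wells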
# Target sequence (Q8TDD5 whole entry, looked up): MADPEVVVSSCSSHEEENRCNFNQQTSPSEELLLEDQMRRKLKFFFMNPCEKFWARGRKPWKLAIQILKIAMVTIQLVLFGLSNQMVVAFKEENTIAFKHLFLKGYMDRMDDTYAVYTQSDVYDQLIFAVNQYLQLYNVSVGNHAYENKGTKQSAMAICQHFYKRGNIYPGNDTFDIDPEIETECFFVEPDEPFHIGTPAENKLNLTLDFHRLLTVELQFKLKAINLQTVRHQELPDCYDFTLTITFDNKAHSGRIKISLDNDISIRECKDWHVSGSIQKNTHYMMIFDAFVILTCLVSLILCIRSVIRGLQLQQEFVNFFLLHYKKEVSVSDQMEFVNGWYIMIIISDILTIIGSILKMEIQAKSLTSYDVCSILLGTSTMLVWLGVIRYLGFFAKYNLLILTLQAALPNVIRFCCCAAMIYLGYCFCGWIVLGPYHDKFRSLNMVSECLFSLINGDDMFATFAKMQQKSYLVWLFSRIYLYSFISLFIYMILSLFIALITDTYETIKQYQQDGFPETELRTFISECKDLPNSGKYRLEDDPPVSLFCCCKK
#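 Test system – HEK293 line with stable expression of human TRPML3-YFP channel · Control set – carbachol 87 µM final as high control (100%), DMSO as low control (0%) · Signal – Fluo-8 calcium dye fluorescence, ex 470-495, em 515-575 nm · Incubation – 1-h 37 °C dye load, 5-s basal, 120-s post-compound reads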
# Numbers without * were called inactive; i = inactive.
structure,TRPN1 ag,PERK inhibitor,BaF3 parental,Ba/F3 V617F tox,S1P4 agonist,EP2 mod,m-calpain inh,S1P4 antag,TRPML3 ag
CCOC(=O)N1CCN(S(=O)(=O)c2ccc3[nH]c(=O)sc3c2)CC1,1.9,-0.8,3.3,2.5,-0.1,30.9,12.0,-5.7,0.6
COc1ccc(C2C(C(C)=O)=C(O)C(=O)N2c2nccs2)c(OC)c1 (stereo not given),1.0,-0.5,9.4,4.9,1.5,-4.2,11.2,6.2,0.4
Cn1c(SCC(=O)N2CCOCC2)nc2sc3c(c2c1=O)CCCC3,1.0,-0.3,3.2,0.2,-0.2,-11.2,11.9,-5.7,1.2
O=C(NCCN1C(=O)S/C(=C\c2ccc(OC(F)F)cc2)C1=O)c1cnccn1,2.1,-0.1,4.7,-0.1,-0.1,-6.1,-10.3,-5.8,0.7
O=C(/C=C/c1cc2c(cc1Br)OCO2)NCc1ccc(F)cc1,0.9,-0.1,2.3,3.0,0.2,-38.8,8.4,-12.4,0.4
NS(=O)(=O)c1ccc(CNC(=O)C2(c3ccc(Cl)cc3)CC2)cc1,0.3,-0.2,-1.9,-1.0,2.2,-9.8,-129.1,-7.2,1.2
COc1ccc(-c2nc3c(-c4ccccc4)cnn3cc2C)cc1F,0.8,0.6,4.5,0.4,0.0,-26.2,-25.9,-0.5,1.1
CCN(c1ccccc1)S(=O)(=O)c1ccc2[nH]c(=O)[nH]c2c1,2.2,0.9,3.9,-2.1,0.0,3.6,-82.3,-1.5,1.3
CC1(C)Cc2c(sc3nnn(Cc4ccc(Cl)cc4)c(=O)c23)CO1,-1.6,0.8,6.3,1.1,5.2,10.3,-1.9,-16.5,0.1
Cn1c(=O)[nH]c(=O)c2c1nc(N(CCO)Cc1ccccc1)n2CCCc1ccccc1,1.5,-1.6,5.0,-1.4,0.8,17.2,-5.4,-7.7,0.2
N#CCC1c2ccccc2CCN1C(=O)Nc1cccc(Cl)c1 (stereo not given),0.2,0.2,-1.3,0.6,1.4,-35.3,-12.3,-8.6,-0.5
Fc1ccc(-c2cc3nc(-c4ccccc4)cc(N4CCOCC4)n3n2)cc1,1.2,1.2,3.5,-1.6,1.9,30.8,-478.3,-7.9,0.4
Cc1c(C(=O)NCc2ccc(F)cc2)c(-c2ccccc2)nn1-c1ccccc1,-1.7,-1.9,0.3,-3.0,-1.8,-25.1,39.1,0.8,0.3
CCOc1ccc(N(CC(=O)NCCCOC)S(C)(=O)=O)cc1,0.3,1.2,0.1,-1.5,1.6,-2.0,24.1,-18.8,0.2
COc1cc(/C=N/Nc2cccc(C)c2)ccc1OC(=O)c1ccco1,-0.6,0.7,3.2,-1.0,2.0,5.6,-4.3,6.3,0.9
CC1(C)NC(=O)N(CC(O)Cn2nnc3ccccc32)C1=O (stereo not given),0.9,-0.8,0.6,3.8,0.6,-4.5,5.7,6.0,0.3
CCC1(C)Cc2c(sc(NC(=S)NC(=O)c3ccccc3)c2C#N)CO1 (stereo not given),0.7,0.9,5.6,-0.6,1.5,0.7,10.9,-4.6,1.2
OC(CNCc1ccc(F)cc1)(c1ccccc1)c1ccc(F)cc1 (stereo not given),1.4,0.9,6.1,-4.6,-0.4,42.6,-27.1,12.6,0.8
Cc1ccc(N2C(N)=C(C#N)C(c3cccnc3)C3=C2CC(C)(C)CC3=O)cc1 (stereo not given),-0.5,-0.4,6.7,-0.5,-1.9,28.6,-30.2,1.7,0.2
CCc1nn(C(C)C(=O)NCCN2CCN(c3cccc(C)c3C)CC2)c(=O)c2cc3occc3n12 (stereo not given),-2.0,-0.4,3.1,-1.0,-0.1,-0.6,3.7,-21.4,0.4
CO[C@H]1C=CO[C@@]2(C)Oc3c(C)c(O)c4c(O)c(c(C=NN5CCN(C)CC5)c(O)c4c3C2=O)NC(=O)C(C)=CC=C[C@H](C)[C@H](O)[C@@H](C)[C@@H](O)[C@@H](C)[C@H](OC(C)=O)[C@@H]1C,1.2,0.3,4.5,-1.9,-0.4,5.4,14.8,-13.7,0.5
CC1=C(C(=O)Nc2cccnc2)C(c2ccncc2)n2nnnc2N1 (stereo not given),0.1,0.0,-0.6,-1.4,-0.4,7.3,-1.0,-5.5,0.8
O=S(=O)(Nc1nc2ccccc2nc1Cl)c1ccc(Br)cc1,0.2,0.1,3.9,-0.2,1.9,43.0,2.2,-19.2,1.2
O=C(Oc1ccccc1)n1c(=S)oc2ccccc21,0.9,1.4,7.0,-1.2,1.0,29.9,-0.8,-19.0,1.3
CCn1cc(-c2cc(C(=O)O)c3ccccc3n2)c(C)n1,0.5,0.5,2.6,2.3,0.2,29.5,-321.7,-22.9,0.9
CCCNC(=O)COC(=O)c1n[nH]c2ccccc12,1.0,0.7,10.9,-1.0,0.1,8.5,-1.7,-9.2,0.7
CSc1nc2ccccc2n1C(=O)NC1CCCCC1,-0.2,0.5,3.5,1.9,1.1,16.6,-10.9,-21.6,-0.1
O=C(Nc1ccc2c(c1)OCCO2)N1CCOCC1,-0.3,-0.2,0.9,-3.8,0.7,-23.1,20.8,-8.0,-0.1
COC(=O)c1ccccc1NC(=O)CSc1nnc(-c2ccc(OC)cc2)n1C,-2.1,-0.6,-0.5,-2.7,3.7,6.7,25.5,-10.1,-0.6
c1ccc(CN2CN=C(Nc3nc4ccccc4s3)NC2)cc1,-0.6,0.2,2.8,-0.6,1.7,-21.8,17.7,-11.2,0.6
O=C(NCc1ccccn1)c1ccc(CNS(=O)(=O)c2ccc(F)cc2)cc1,0.9,0.1,0.2,-6.3,1.3,2.3,-61.5,-1.5,0.9
COc1ccc(S(=O)(=O)N2CCN(C)CC2)c2ccccc12,0.3,0.9,4.0,-2.9,-0.4,-1.2,-18.0,-9.2,2.1
O=C(O)CC(C(=O)Nc1ccc(Cl)cc1Cl)C1CCCO1 (stereo not given),0.1,0.9,5.2,0.9,1.9,17.7,-10.7,-0.8,1.1
NCCCC[C@@H]1NC(=O)c2cc([N+](=O)[O-])cc(I)c2SC[C@@H](C(N)=O)NC(=O)[C@H](CCC(N)=O)NC1=O,3.6,0.4,6.5,-1.9,0.5,-54.4,-23.2,-4.3,0.1
Cc1ccc(Nc2c(-c3ccc(N4CCOCC4)cc3)nc3ncccn23)cc1C,-0.4,0.3,6.3,1.2,0.6,-46.1,-54.4,-0.4,0.8
O=C(NCc1ccccc1)Nc1cccn(Cc2c(F)cccc2Cl)c1=O,-0.6,-0.4,-0.6,-2.2,-0.7,8.4,-18.9,18.7,0.6
CC(C)(C)OC(=O)N1CCN(C(=O)Nc2ccc3c(c2)OCCO3)CC1,-0.4,-0.3,1.9,0.4,0.8,2.6,1.6,-5.6,0.0
Cn1ncc(Br)c1C(=O)Nc1ccc(F)cc1F,-0.2,0.6,8.1,1.8,-2.5,-9.2,-13.2,4.5,0.3
COc1ccc(Cl)cc1N(CC(=O)Nc1ccccc1SC)S(C)(=O)=O,-0.3,-0.9,1.3,-4.5,0.7,-14.0,-11.8,3.1,0.0
CCc1ccc(C(=O)CSc2n[nH]c(-c3ccncc3)n2)cc1,3.5,-1.1,3.8,1.1,-0.7,7.0,-14.7,-7.5,0.9

# Structures shown so far containing a furan ring, fused or not, in the order listed:
structure,TRPN1 ag,PERK inhibitor,BaF3 parental,Ba/F3 V617F tox,S1P4 agonist,EP2 mod,m-calpain inh,S1P4 antag,TRPML3 ag
COc1cc(/C=N/Nc2cccc(C)c2)ccc1OC(=O)c1ccco1,-0.6,0.7,3.2,-1.0,2.0,5.6,-4.3,6.3,0.9
CCc1nn(C(C)C(=O)NCCN2CCN(c3cccc(C)c3C)CC2)c(=O)c2cc3occc3n12 (stereo not given),-2.0,-0.4,3.1,-1.0,-0.1,-0.6,3.7,-21.4,0.4

# (cont.)
structure,TRPN1 ag,PERK inhibitor,BaF3 parental,Ba/F3 V617F tox,S1P4 agonist,EP2 mod,m-calpain inh,S1P4 antag,TRPML3 ag
O=C(Nc1ccc(-c2nc3ccccc3[nH]2)cc1)c1cccc(N2C(=O)CCC2=O)c1,-0.1,1.5,0.3,-2.2,2.8,-20.3,i,-23.9,0.4
CC1CC1C(=O)Nc1ccc(-c2ccccc2)cc1 (stereo not given),1.0,1.1,6.6,1.4,-0.8,-56.5,-5.9,-13.3,0.8
Cc1cc(=O)[nH]c(NCc2ccccc2)n1,1.3,1.1,4.0,-5.4,0.5,-5.8,-8.4,-8.9,0.9
COc1ccc2[nH]c(C(=O)NCc3ccc4c(c3)OCO4)cc2c1,-1.5,-1.2,2.1,-1.4,0.5,-14.8,-216.2,13.4,0.1
COc1ccc(S(=O)(=O)N(C)CC(=O)N2CCCCC2)cc1Cl,2.3,-0.7,2.4,2.7,-0.5,14.2,10.1,-23.4,1.4
O=S(=O)(c1cccc(-c2nnco2)c1)N1CCOCC1,-0.8,-0.4,7.4,1.9,3.4,4.2,-13.7,-3.6,0.7
CC12CCC(C)(c3nc4ccccc4nc31)C2(C)C,1.3,0.1,8.9,2.6,-0.1,16.7,7.0,11.2,0.3
CC1CN(CCCCOc2cccc(Oc3ccccc3)c2)CC(C)O1 (stereo not given),-2.6,0.6,8.1,0.9,1.2,46.1,-24.8,-4.4,-0.1
COCC(=O)Nc1ccc(S(=O)(=O)NCCc2ccccc2)cc1,0.3,0.7,4.5,-3.3,0.7,-21.3,-4.3,-4.4,1.1
CCCCOc1cccc(C2C(C(=O)c3cccs3)=C(O)C(=O)N2Cc2cccnc2)c1 (stereo not given),-1.2,0.4,1.7,-2.0,0.4,38.4,-34.9,-5.7,0.2
COc1ccc(CN(C(=O)c2ccc(-c3ccccc3)[nH]2)C(C(=O)NCC2CCCO2)c2ccc(C)o2)cc1 (stereo not given),-0.1,-0.7,6.3,-0.7,-3.3,-16.2,-21.5,3.8,-0.5
COc1ccc(Nc2ncc(F)c(N3CCOCC3)n2)cc1,1.8,0.5,0.3,-1.4,4.0,-17.9,1.1,-7.9,0.8
O=C(COC(=O)c1ccc(S(=O)(=O)NCc2ccco2)cc1)NC1CCCCC1,2.4,-0.2,1.2,-1.3,0.8,10.7,-65.9,-16.8,0.8
O=C(C1COc2ccccc2O1)N1CCN(c2ccccc2Cl)CC1 (stereo not given),-0.6,0.5,3.2,0.2,-0.1,-56.3,3.0,-24.2,0.8
COC(=O)c1cc(Cl)c(NC(=O)Cc2ccccc2)cc1OC,-1.8,-0.2,1.3,0.9,0.4,15.2,-3.4,-14.6,-0.7
CC1CN=C(NC2CCCCC2C)S1 (stereo not given),0.3,0.4,1.0,-1.4,-0.2,-8.7,31.0,-5.4,-0.1
N=c1sccn1CC(=O)Nc1cc(Cl)ccc1[N+](=O)[O-],0.2,-0.6,-0.4,4.3,-0.8,28.9,14.7,-35.9,-0.1
CN1CCN(C(=O)c2cccc(S(=O)(=O)N3CCCCC3)c2)CC1,-0.5,-0.2,0.3,0.9,0.5,-1.6,-19.4,-0.2,0.1
OCCNCc1cccc2ccccc12,0.8,0.6,2.7,-0.1,3.4,12.4,5.0,-2.3,1.1

# Screening results (PubChem)

# No enrichment for hits; any-hit rate near 3.6%.
